# Bioassay records as filed in PubChem.
# TbREL1 primary: TbREL1 RNA ligase inhibitors, primary screen, biochemical, FRET fluorescence. inhibition, % at 9.66 µM. RNA-editing ligase 1, mitochondrial (Trypanosoma brucei brucei), P86926. AID 1117264, 2014. TbREL1 RNA ligation. 0.49% of 89,000 active;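 active means inhibition above the mean inhibition across all screened compounds plus 3 SD, cut at about 11% in these data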;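 further: 0% = plate median of test wells and 100% = NSC42067 control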
# Target sequence (P86926 whole entry, looked up): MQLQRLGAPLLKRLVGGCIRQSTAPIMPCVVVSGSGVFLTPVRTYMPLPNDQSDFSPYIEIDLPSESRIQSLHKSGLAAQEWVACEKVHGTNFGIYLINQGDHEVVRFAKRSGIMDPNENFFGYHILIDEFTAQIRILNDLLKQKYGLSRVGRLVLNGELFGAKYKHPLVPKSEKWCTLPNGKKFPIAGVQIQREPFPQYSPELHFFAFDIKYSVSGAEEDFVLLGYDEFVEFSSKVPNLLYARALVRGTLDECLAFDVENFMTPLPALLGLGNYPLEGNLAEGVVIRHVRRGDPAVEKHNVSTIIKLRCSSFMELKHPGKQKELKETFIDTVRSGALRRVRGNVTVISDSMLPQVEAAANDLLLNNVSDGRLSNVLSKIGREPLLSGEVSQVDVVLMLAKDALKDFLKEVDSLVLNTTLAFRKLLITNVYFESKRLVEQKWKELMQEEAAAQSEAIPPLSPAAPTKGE
# * hit, by the source's call.
SMILES,TbREL1 primary
CCOc1c2ccc(C(=O)NCc3cc(C(F)(F)F)cc(C(F)(F)F)c3)cc2nn1C,3
Nc1nc(-c2ccc(Br)s2)c(Br)s1,1
COC(=O)[C@]12C[C@H](CC(=O)NCCCN3CCCC3=O)C(=O)N(CCC3=CCCCC3)C1=C[C@H](C1CCCC1)O[C@@H]2C,-3
CCC(=O)N(Cc1cc2c(C)cc(C)cc2[nH]c1=O)C1CCCCC1,0
CCCSc1ccc([C@@H]2[C@@H]3C(=O)N(CC)C(=O)[C@@H]3[C@]3(C(=O)OC)CCCCN23)cc1,3
CCOc1cc(N2CCOCC2)c(OCC)cc1NC(=O)CN1CCN(Cc2ccc3c(c2)OCO3)CC1,-3
CCCS(=O)(=O)NC(=O)C1(C)CCCN(C(=O)c2ccccc2Br)C1 (stereo unspecified),2
Cc1ccc(S(=O)(=O)NCC(=O)OCc2csc(-c3ccccc3)n2)cc1,4
CC1CCN(c2nc3c(c(=O)[nH]c(=O)n3C)n2Cc2ccccc2Cl)CC1,-3
Cc1cc2c(cc1S(=O)(=O)Nc1cccc(C)c1C)n(C)c(=O)c(=O)n2C,2
Cc1cc(C)nc(-n2ncc3c2CC(C)CC3=O)n1 (stereo unspecified),0
Cc1cccc(Nc2nnc(SCC(=O)Nc3ncc(C(F)(F)F)cc3Cl)s2)c1C,0
COC(=O)C1=C(C)N(CCCC(=O)O)C(=O)NC1c1cccc(OC)c1 (stereo unspecified),1
COc1ccc(Cl)cc1N(CC(=O)NC1CC2CCC1C2)S(=O)(=O)c1ccccc1 (stereo unspecified),-2
COc1cccc2cc(C(C)N(CCCN3CCOCC3)C(=S)Nc3ccc(C)cc3)oc12 (stereo unspecified),-7
Cc1ccc(SCC(=O)N(C)CC(=O)Nc2cccc(F)c2)c(C)c1,-3
O=c1c2ccccc2nc2sc(Nc3ccc(F)cc3)nn12,1
N#Cc1ccc(OCC(=O)Nc2cc(S(=O)(=O)N3CCOCC3)ccc2N2CCOCC2)cc1,-1
CC(=O)c1ccc(C(=O)N2CCCC(Nc3ccccc3)C2)s1 (stereo unspecified),-2
CCN1C[C@@H]2[C@@H]3C(=O)N(C)C(=O)[C@@H]3[C@](CC)(C1=O)N2C(=O)c1ccccc1,4
CN1C(=O)C(C)(C)c2cc(S(=O)(=O)NCc3ccc(Cl)cc3)ccc21,-1
Cc1ccc(NC(=O)OC(C)N2CCCCC2)cc1NC(=O)OC(C)N1CCCCC1 (stereo unspecified),3
CCO[C@@H]1OC(C(=O)NC2CC2)=C[C@H](C)[C@H]1CCCO,1
COc1ccc(NC(C)=O)cc1NC(=O)CSc1nc2ncccc2[nH]1,3
O=C(c1ccccc1)N1CCN(c2ccccc2F)CC1,3
O=C1[C@@H]2Cc3c([nH]c4ccccc34)C(c3ccccc3)N2C(=O)CN1CCO (stereo partly specified),-1
CCc1nnc(NC(=O)CCc2ccc(C)o2)s1,1
COc1cccc(NC(=O)CN2C(=O)CSc3ccc(S(=O)(=O)N4CCOCC4)cc32)c1,0
CCOC(=O)c1cnc2c(Cl)cccc2c1NCCCN1CCOCC1,-2
CN(CC(=O)Nc1c(Cl)cccc1Cl)C(=O)CC1OC(=O)c2ccccc21 (stereo unspecified),4
CC(=O)c1ccc(S(=O)(=O)NCCC(=O)OCC(=O)N2CCCC2=O)cc1,1
O=C(Nc1cccc(F)c1)N1CC=C(c2ccc(Cl)cc2)CC1,4
c1cncc(CNc2ncnc3ccc(-c4cccnc4)cc23)c1,0
O=C(Nc1ccc2c(c1)oc1ccccc12)c1cccnc1,-3
C=CC[C@H](CC(=O)NCCO)C(=O)N[C@@H](COC(=O)[C@@H](CC=C)Cc1ccc(F)cc1)Cc1ccccc1,2
CC(=O)N1CCCN(C(=O)CCn2nnc3ccccc32)CC1,-3
O=C(c1ccc2c(=O)n(C3CCCC3)c(=S)[nH]c2c1)N1CCc2ccccc21,0
CC(=O)c1cnn(-c2cc(Oc3cccc(C)c3)ncn2)c1C,-1
Cc1cccc(NS(=O)(=O)c2ccc(NC(=O)CN(c3cc([N+](=O)[O-])ccc3C)S(C)(=O)=O)cc2)c1,2
CC(C)(C)c1ccc(S(=O)(=O)NC(Cc2ccccc2)C(=O)O)cc1 (stereo unspecified),-2
CCOC1=C2[C@@H](CN(S(=O)(=O)c3ccc(C)cc3)[C@H]2c2cccc3ccccc23)[C@H]2C(=O)N(C3CCCCC3)C(=O)[C@H]2C1,3
O=c1c2ccccc2oc2cc(-c3ccc(CN4CCOCC4)cc3)ccc12,-2
C=CCOc1ccc(/C=C/C(=O)OCC(=O)NCCc2ccccc2)cc1,7
Cc1cc(C)n(S(=O)(=O)c2ccc3oc(=O)ccc3c2)n1,1
CCOc1c2ccccc2nn1CCO,1
O=C1S/C(=C\c2ccccn2)C(=O)N1Cc1ccccc1F,-1
COC(=O)c1cc(Cl)c(NC(=O)/C=C/c2ccc(OC)c(OC)c2)cc1OC,0
O=C1c2ccccc2C(=O)N1CCC#Cc1ccc2cc(C3(O)CCCCC3)oc(=O)c2c1,3
CCOc1cc(N2CCOCC2)c(OCC)cc1NC(=O)c1cccc(N(C)C)c1,-5
C=CC[C@@H](CC(=O)N[C@@H](CO)Cc1ccccc1)C(=O)N[C@H](COC(=O)[C@H](CC=C)CC(=O)OC(C)(C)C)Cc1c[nH]c2ccccc12,-6
O=C(CNS(=O)(=O)c1ccccc1F)N1CCN(c2ccccn2)CC1,4
NS(=O)(=O)c1ccc2nc(NC(=O)Nc3ccc(F)cc3)sc2c1,6
Cn1c(=O)[nH]c(=O)c2c1nc(N1CCOCC1)n2CC(O)COc1ccc2ccccc2c1 (stereo unspecified),-3
O=C(NCc1ccccn1)c1ccc2c(c1)N(Cc1ccccc1)CCS2,-3
Cc1c(Cl)cnc(NC(=O)COC(=O)[C@@H](NC(=O)c2ccco2)C(C)C)c1Cl,-3
COc1ccc(CCN2CC(C(=O)OCC(=O)NC(Cc3ccccc3)C(C)=O)CC2=O)cc1OC (stereo unspecified),3
CCCCN(C(=O)CC1CCCC1)c1c(N)n(CC(C)C)c(=O)[nH]c1=O,2
Cc1[nH]c2ccccc2c1CC(=O)Nc1ccc(Nc2cccnc2)c(-c2cccc(Cl)c2)c1,-4
CC(CNC(=O)[C@@H](Cc1ccccc1)NC(=O)[C@H]1O[C@@H](n2ccc(=O)[nH]c2=O)[C@H](O)[C@@H]1O)c1ccccc1 (stereo partly specified),-2
CCN1/C(=C2/OC(=S)N(C)C2=O)Sc2ccccc21,-1

# An excerpt from above in order of the TbREL1 primary value, smallest number first.
SMILES,TbREL1 primary
CCOc1cc(N2CCOCC2)c(OCC)cc1NC(=O)c1cccc(N(C)C)c1,-5
Cc1c(Cl)cnc(NC(=O)COC(=O)[C@@H](NC(=O)c2ccco2)C(C)C)c1Cl,-3
CC(CNC(=O)[C@@H](Cc1ccccc1)NC(=O)[C@H]1O[C@@H](n2ccc(=O)[nH]c2=O)[C@H](O)[C@@H]1O)c1ccccc1 (stereo partly specified),-2
CCN1/C(=C2/OC(=S)N(C)C2=O)Sc2ccccc21,-1
COC(=O)c1cc(Cl)c(NC(=O)/C=C/c2ccc(OC)c(OC)c2)cc1OC,0
O=C1c2ccccc2C(=O)N1CCC#Cc1ccc2cc(C3(O)CCCCC3)oc(=O)c2c1,3
NS(=O)(=O)c1ccc2nc(NC(=O)Nc3ccc(F)cc3)sc2c1,6

# (cont.)
SMILES,TbREL1 primary
Cc1nc2ccc(C(=O)O)cc2c2c1CC(CN)O2 (stereo unspecified),2
CCC(=O)NCCc1nc(-c2ccccc2)no1,8
CN(C)c1ccc(C(=S)N2CCOCC2)cc1Br,4
Cc1ccc(Cl)cc1NC(=O)C1COc2ccccc2O1 (stereo unspecified),-1
COc1ccc(OCC(=O)N/N=C/c2cccc3cccnc23)cc1,4
O=C(/C=C/c1cccc([N+](=O)[O-])c1)OCC(=O)c1ccccc1,2
COC(=O)c1c[nH]c(=O)c2ccccc12,3
COc1ccc(NC(=O)CN2CCN(CC(=O)Nc3ccccc3F)CC2)cc1OC,-1
CCOC(=O)N1CCN(S(=O)(=O)c2ccc(OC)c(OC)c2)CC1,0
Cc1cc(NC(=O)CSc2nnc(-c3ccccc3F)n2C)no1,-2
N#CN1CCC(NS(=O)(=O)c2ccc(F)cc2)C1 (stereo unspecified),-1
C/C(=N\NC(=O)C1CC1)c1cccs1,-1
Cc1cccc(-c2noc(-c3ccc4c(c3)OCO4)n2)c1,0
Cc1ccc(/C=C2/C(=O)N(c3ccccc3)C(=S)N2C)o1,-1
CC1CC(Nc2ccccc2)c2ccccc2N1C(=O)c1ccccc1F (stereo unspecified),0

# Continued, starting with the last four of the part before.
SMILES,TbREL1 primary
C/C(=N\NC(=O)C1CC1)c1cccs1,-1
Cc1cccc(-c2noc(-c3ccc4c(c3)OCO4)n2)c1,0
Cc1ccc(/C=C2/C(=O)N(c3ccccc3)C(=S)N2C)o1,-1
CC1CC(Nc2ccccc2)c2ccccc2N1C(=O)c1ccccc1F (stereo unspecified),0
Cc1ccccc1CN1CCCCC(NC(=O)c2cc(-c3ccccc3)no2)C1=O (stereo unspecified),-1
O=C1NC[C@@H](Cc2ccc(O)cc2)N(CC2CCCCC2)C1=O,1
Cc1cccc(C(=O)N2CCc3cc(-c4csc(NC(=O)CN5CCCC5)n4)ccc32)c1,0
CC(C)CC(NC(=O)C1CCCN1C(=O)OC(C)(C)C)C(=O)NCC(N)=O (stereo unspecified),3
Cc1cccc(NC(=O)Nc2cccc(C#N)c2)n1,2
COc1ccc(-c2csc(N(Cc3ccccc3)C(=O)COc3ccc(Cl)cc3)n2)cc1,3
CCOC(=O)Cc1csc(NC(=O)CN(C)S(=O)(=O)c2cccc3cccnc23)n1,-3
O=C(NCCCNC(=O)c1cnccn1)c1cccc(F)c1,4
COc1cccc(C2Nc3ccccc3C(=O)N2O)c1O (stereo unspecified),-3
OCCC1CN(Cc2ccon2)CCN1CCc1ccccc1 (stereo unspecified),3
CCc1ccc(C(=O)Cn2cnc3cc([N+](=O)[O-])ccc3c2=O)cc1,-2
Cc1c(C(=O)N(C)Cc2ccc(F)cc2)sc(=O)n1Cc1ccc(Cl)c(Cl)c1,0
COc1ccccc1C1N(c2cc(Cl)ccc2OC)C(=O)C2CCCN21 (stereo unspecified),5
CCOC(=O)c1cnc2c(c(C)nn2C)c1Oc1cc(Cl)cc(Cl)c1,3
O=C1c2nccnc2C(=O)N1c1ccc(C(F)(F)F)cc1,2
COc1ccccc1-c1c(C)nn2c(N3CCC(C)CC3)cc(C)nc12,-1
CCOC(=O)N1CCN(c2c(NCc3ccccn3)c(=O)c2=O)CC1,-1
O=S(=O)(c1cnc(Cl)c(Cl)c1)N1CCN(c2ncccn2)CC1,6
Cc1ccc([N+](=O)[O-])cc1S(=O)(=O)N1CCCCC1C(=O)O (stereo unspecified),0
O=S(=O)(NC1CCSc2ccccc21)c1ccc(Cl)nc1 (stereo unspecified),-2
Cc1cc(NS(=O)(=O)c2ccc(NC(=O)CSc3nnc(-c4ccncc4)n3Cc3ccco3)cc2)nc(C)n1,35*
Cc1nc2cc(NS(=O)(=O)c3c(C)c(C)cc(C)c3C)ccc2s1,-1
Cc1cc(C)cc(NC(=O)N2CCCN(c3c(Cl)cncc3Cl)CC2)c1,2
COc1cc(OC)cc(-c2nc(-c3ccccc3OC)no2)c1,0
O=C(CCS(=O)(=O)c1ccccc1)Nc1ccc(Cl)c(Cl)c1,1
O=C(Nc1ccccc1F)c1cc(Cl)sc1Cl,0
CNC(=S)N(C1=NCC(c2ccc([N+](=O)[O-])cc2)S1)c1ccccc1 (stereo unspecified),-2
C=CCOc1ccc(/C=C/C(=O)OCC(=O)N2CCN(S(=O)(=O)c3ccc(C)cc3C)CC2)cc1,-4
Cn1nc(-c2ccc(Cl)cc2)c2cc(C(=O)N3CCN(C(=O)c4ccco4)CC3)sc21,5
O=C(CSCC(=O)OCC(=O)N1CCN(C(=O)c2ccco2)CC1)Nc1ccc(Cl)cc1,0
CC(C)(C)C1CCC2(CC1)NC(=S)N(c1ccccc1)N2 (stereo unspecified),-2
COc1ccc(CN(C)C(=O)[C@@H](Cc2ccccc2)NC(=O)[C@H]2O[C@@H](n3ccc(N)nc3=O)[C@H](O)[C@@H]2O)cc1OC,-2
Cc1cc(=O)n(-c2ccccc2Cl)[nH]1,-6
Cc1ccnc2c(N3C(=O)C4C5C=CC(C5)C4(C)C3=O)cccc12 (stereo unspecified),4
O=C(NCCCN1CCOCC1)c1onc(CSc2ccncc2)c1C(=O)NCCCN1CCOCC1,-2
O=C(Cn1c(-c2ccccc2)noc1=O)N1CCC(Cc2ccccc2)CC1,4
CC1CC(C)CN(C(=O)C(Cc2ccccc2)n2cccc2)C1 (stereo unspecified),-6
COC(=O)COc1ccc(S(=O)(=O)Nc2ccccc2SC)cc1,-2
O=C(N1CCC(Cc2ccccc2)CC1)n1ncc(C(O)(c2ccccc2)c2ccccc2)n1,-4
COc1cccc(-c2nnc(SCC(=O)NC3CCS(=O)(=O)C3)n2C)c1 (stereo unspecified),4
CC1CCN(c2c(NCc3ccc(C(=O)N4CCc5ccccc54)cc3)c(=O)c2=O)CC1,2
COC(=O)c1ccc(N(CC(=O)NC2CCCC2)C(=O)CNC(=O)c2cccs2)cc1,-2
Cn1c(CN2CCOCC2)nnc1SCC(N)=O,2
Cc1ccc(-c2nn3c(C)nnc3s2)cc1NC(=O)c1ccc(-c2ccc(Cl)cc2Cl)o1,9
CCOC(=O)C1=c2s/c(=C\c3ccncc3)c(=O)n2C(N)=C(C(=O)OC)C1c1ccncc1 (stereo unspecified),-4

# A draw from above in order of SMILES length, highest first.
SMILES,TbREL1 primary
CC1CCN(c2c(NCc3ccc(C(=O)N4CCc5ccccc54)cc3)c(=O)c2=O)CC1,2
O=C(NCCCN1CCOCC1)c1onc(CSc2ccncc2)c1C(=O)NCCCN1CCOCC1,-2
Cc1cc(=O)n(-c2ccccc2Cl)[nH]1,-6

# (further entries)
SMILES,TbREL1 primary
CC(C)(C)c1ccc(OCCC(=O)Nc2cccc(S(=O)(=O)N3CCCC3)c2)cc1,1
COc1ccc(NC2=Nc3cccc4cccc2c34)cc1,9
COc1cc(NC(=O)c2ccc(F)cc2)c(OC)cc1NC(=O)CN1CCCCC1,-2
O=C(COC(=O)CCC(=O)c1cccs1)Nc1cccc(F)c1,5

# An excerpt. The share of hits here may be higher or lower than overall.
